Screens (PubChem)
EPAC2 agonist – qHTS for Agonist of cAMP-regulated guanine nucleotide exchange factor 4 (EPAC2): primary screen; Rap guanine nucleotide exchange factor 4 (Homo sapiens), Q8WZA2; AID 720711, 2013; EPAC2 activation, biochemical qHTS; response scale: 100% = 6.5 mM cAMP response; Potency, µM (top dose mostly 154 µM), inactives show top-dose activation, actives largely listed as activators; actives 0.079% (n = 360,000); also: nearly all actives have a fitted effect of over 50% in size
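Exchange assay: 100 nM EPAC2 with 250 nM Rap1B-BODIPY-GDP and 50 uM GDP. Fluorescence (ex 480/em 540 nm) read every 5 min for 30 min at room temperature. Data normalized to 6.5 mM cAMP as agonist control.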
TDP-43 yeast inh – qHTS of TDP-43 Inhibitors | TDP-43 expressing yeast growth rescue, BacTiter-Glo, 24 h | Potency, µM (highest dose often 46.1 µM), without a hit: top-dose growth rescue (activation), hits mostly activators | actives 1.8% (n = 410,000) | AID 652104, 2013; also: % of control where 0% means no effect; nearly all actives have a fitted effect of over 50% in size
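Galactose-induced TDP-43 yeast, OD600=0.02, compound pinned; 24 hr, 30 deg C; BacTiter-Glo luminescence for growth. Inhibitors of TDP-43 toxicity read as activators.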
EPAC1 agonist – qHTS for Agonist of cAMP-regulated guanine nucleotide exchange factor 3 (EPAC1): primary screen. Rap guanine nucleotide exchange factor 3 (Homo sapiens), O95398. EPAC1 agonist qHTS, biochemical assay; response scale: 100% = response to 6.5 mM cAMP. Potency, µM (titrated, usually from 154 µM), for the others: at the top dose activation, usual class: activators. actives 0.073% (n = 360,000); also: nearly all actives have a fitted effect of over 60% in size
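Multi-concentration qHTS readout: loss of Rap1B-bound BODIPY-GDP fluorescence driven by 100 nM EPAC1 with excess GDP (50 uM), monitored kinetically at room temperature; agonist response expressed relative to 6.5 mM cAMP.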
PTHR1 agonist – qHTS for PTHR1 Agonists: Primary Screen. Parathyroid hormone/parathyroid hormone-related peptide receptor (Homo sapiens), Q03431. HEK293 GP2 PTHR1 cells, GloSensor cAMP luminescence, 1 h. Potency, µM (series often up to 115 µM), for the others: at the top dose activation, usual class: activators. actives 0.075% (n = 410,000); also: nearly all actives have a fitted effect of over 55% in size; some results filed as inactive show a strong effect at the top dose; inactives centre near -15; many of its hits are not listed in these tables
Target sequence (Q03431 whole entry, looked up): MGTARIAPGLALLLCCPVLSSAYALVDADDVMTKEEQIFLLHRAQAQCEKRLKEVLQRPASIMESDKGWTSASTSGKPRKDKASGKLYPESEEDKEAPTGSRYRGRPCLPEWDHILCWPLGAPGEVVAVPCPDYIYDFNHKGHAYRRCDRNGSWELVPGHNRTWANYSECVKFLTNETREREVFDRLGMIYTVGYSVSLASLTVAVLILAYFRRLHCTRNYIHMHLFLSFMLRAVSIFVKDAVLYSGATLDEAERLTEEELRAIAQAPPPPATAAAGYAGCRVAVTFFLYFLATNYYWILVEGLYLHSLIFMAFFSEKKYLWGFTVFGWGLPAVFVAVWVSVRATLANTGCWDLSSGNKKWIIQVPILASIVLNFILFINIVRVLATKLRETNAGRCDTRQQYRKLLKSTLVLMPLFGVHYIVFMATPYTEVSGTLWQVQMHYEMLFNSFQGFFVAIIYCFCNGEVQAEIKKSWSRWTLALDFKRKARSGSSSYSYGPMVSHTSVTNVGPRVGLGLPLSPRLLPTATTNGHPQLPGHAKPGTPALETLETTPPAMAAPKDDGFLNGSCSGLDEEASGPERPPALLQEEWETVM
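HEK-293-derived GP2 cells expressing PTHR1 and a GloSensor cAMP reporter, 3,000/well, plated overnight, given luciferin plus IBMX (each 0.5 mM as added) for 1 h at 37 °C, then compound for 1 h at 37 °C. Luminescence was read after 15 min at room temperature.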
EPAC2 antag – qHTS for Antagonist of cAMP-regulated guanine nucleotide exchange factor 2 (EPAC2): primary screen; Potency, µM (top dose mostly 114 µM), without a hit: at the top dose activity, negative = inhibition, hits mostly inhibitors; Rap guanine nucleotide exchange factor 4 (Homo sapiens), Q8WZA2; AID 720708, 2013; actives 0.18% (n = 360,000); EPAC2 GEF exchange of Rap1B-BODIPY-GDP, fluorescence; also: % is scaled to controls: 0 for no effect and ±100 for the full control effect; nearly all actives have a fitted effect of over 45% in size; many of its hits are not listed in these tables
aSyn rescue – qHTS of alpha-syn Inhibitors | Yeast expressing alpha-synuclein, growth rescue, BacTiter-Glo, 24 h | Potency, µM (top dose mostly 46.1 µM), for inactives: at the highest dose growth rescue (activation), hits mostly activators | actives 0.14% (n = 370,000) | AID 652106, 2013; also: % of control where 0% means no effect; nearly all actives have a fitted effect of over 65% in size
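Rescue of yeast growth: cells expressing toxic alpha-synuclein, induced in galactose at OD600 0.02, incubated with compound 24 h at 30 C. ATP luminescence quantified growth; inhibitors of toxicity appear as activators.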
EPAC1 antagonist – qHTS for Antagonist of cAMP-regulated guanine nucleotide exchange factor 3 (EPAC1): primary screen. Rap guanine nucleotide exchange factor 3 (Homo sapiens), O95398. Potency, µM (series often up to 115 µM), without a hit: at the top dose activity change, negative = inhibition, most hits filed as inhibitors. actives 0.14% (n = 360,000). EPAC1 GEF assay, Rap1b-BODIPY-GDP exchange fluorescence;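 also: plate controls were vehicle for no effect and positive control for full effect; nearly all actives have a fitted effect of over 50% in size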
FUS suppressor – qHTS for Suppressors of FUS Proteinopathy: Primary screen using FUS-linked yeast assay; S. cerevisiae FUS-expressing, growth rescue, OD600, 24 h; Potency, µM (top dose mostly 76.6 µM), for the others: at the top dose growth rescue (activation), usual class: activators; actives 0.24% (n = 390,000); AID 1347120, 2019;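 also: plate controls were DMSO vehicle for no effect and reference control for full effect; nearly all actives have a fitted effect of over 55% in size; some results filed as inactive show a strong effect at the top dose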
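Read-out: OD at 600 nm after 24hr at 30C, reporting rescue of FUS-induced yeast toxicity. Cells at OD 0.005 in galactose (2%) minimal medium; compounds tested in a dilution series; CP55940 titration from 92uM final as control.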
* hit, by the source's call; i = inactive; ? = inconclusive; · = no result given; & = joins results of further samples; [ ] = another dose, or the depositor's remark. Calls follow the shape of the dose curve; as a rule, active = well fitted curve in the direction sought with a large enough effect; inconclusive = small, poorly fitted or top-dose-only effect, or another doubt; inactive = no such curve, though single readings can be large; an effect the other way counts as inactive or inconclusive. Potency is read from the fitted curve at half-maximal effect. Some of the compounds tested, so the mix of outcomes need not match the whole.

cpd	structure	EPAC2 agonist	TDP-43 yeast inh	EPAC1 agonist	PTHR1 agonist	EPAC2 antag	aSyn rescue	EPAC1 antagonist	FUS suppressor
1	COc1cccc(CN(C)CCCn2cnc(C(=O)Nc3ccc(C)c(C)c3)n2)c1	3%	9%	-24%	i	-2%	6%	15%	-18%
2	O=c1c2ccccc2nc2n1C(CSCc1cccc(C(F)(F)F)c1)CS2 (configuration not stated)	-8%	1%	1%	-13%	3%	-2%	-11%	-15%
3	CC(OC(=O)C1CC1)C(=O)Nc1cc(Cl)cc(Cl)c1 (configuration not stated)	10%	14%	-6%	-6%	3%	-32%[inhibitor]	-2%	6%
4	CCOc1ccc(-c2noc(CCC(=O)NCC3CCCO3)n2)cc1OC (configuration not stated)	9%	-5%	5%	22%	3%	-4%	8%	10%
5	CC(=O)OC1OCCOC1NC(=S)Nc1ccc(C)cc1 (configuration not stated)	2%	-2%	-1%	i	3%	1%	5%	4%
6	Cc1cc(C)nc(SCc2ccc(C(=O)N/N=C3\CC(C)CC(C)(C)C3)cc2)n1 (configuration not stated)	-12%	15%	-6%	i	3%	4%	-23%	22%
7	Cc1ccc(CN2CCC(C(=O)NCCC(C)C)CC2)o1	3%	-12%	12%	i	10%	-6%	18%	5%
8	O=C(COC(=O)c1cc(S(=O)(=O)N2CCCC2)ccc1O)Nc1ccccc1Br	15%	9%	5%	-12%	-9%	-4%	6%	·
9	CC(C)CCNC(=O)C1CCCN(S(=O)(=O)c2ccc(F)cc2)C1 (configuration not stated)	-3%	-7%	-2%	-25%[57.5 µM]	-2%	3%	8%	2%
10	CCOC(=O)N1C=CC=C[C@@H]2[C@@H](N3C(=O)c4ccccc4C3=O)C(=O)N21	9%	?	3%	i	1%	-8%	-14%	40%
11	COc1ccccc1NS(=O)(=O)N(C)C	-7%	-8%	-1%	i	3%[57.1 µM]	-2%	11%	-18%
12	O=C(/C=N/O)NCc1cccnc1	4%	-16%	0%	-3%[57.5 µM]	9%	-4%	12%	-16%
13	Cc1ccc(CCNC(=O)CCS(=O)(=O)c2cc3c(cc2C)NC(=O)CO3)cc1	-10%	15%&19%	-5%	-7%	2%	3%	-9%	-12%&-5%
14	CCOC(=O)CCn1cnc2ccc([N+](=O)[O-])cc2c1=O	2%	4%	-7%	i	9%	0%	-15%	-26%
15	CCOc1cc(CNC(C)C)c(Cl)cc1OCC(=O)NCCc1ccccc1	10%	11%	-2%	i	-4%	1%	-4%	?
16	CCC(C)NC(=O)C1CCN(C(=O)COc2ccc3c4c(c(=O)oc3c2C)CCCC4)CC1 (configuration not stated)	-7%	11%	3%	21%	3%	1%	-12%	4%
17	O=C(COc1cccc2ccccc12)NCc1cccnc1	10%	-6%	-7%	-21%	15%	-7%	2%	-18%
18	COc1ccccc1NC(=O)/C(C#N)=C/c1ccc(OCCN2CCOCC2)c(OC)c1	-8%	-15%	1%	-24%	2%	2%	3%	·
19	Cc1ccc(-c2cn(-c3ccc(OC(F)F)cc3)c3[n+]2CCCCC3)cc1	9%	2%	6%	-28%	10%	0%	5%	-12%
20	Cc1ccc(C(=O)Nc2ccc(-c3nc4ccccc4s3)cc2C)cc1C	·	17%	·	-67%[inhibitor]	·	-1%	·	-13%
21	FC(F)(F)c1cnc(NNC(=S)Nc2ccccc2Cl)c(Cl)c1	-5%	0%	1%	-84%[inhibitor]	10%	?	-16%	47%
22	C=CC[C@H](CC(=O)OC(C)(C)C)C(=O)OC[C@@H]1CCCN1C(=O)[C@H](CC=C)CC(=O)N[C@H](CO)Cc1ccccc1	-5%	-10%	-32%[inhibitor]	-13%	5%	0%	-15%	?
23	COc1ccc(/C=N/Nc2ccc([N+](=O)[O-])cc2)cc1Cn1cc([N+](=O)[O-])cn1	4%	2%	-5%	-28%	-2%	-8%	-24%	14%
24	Cc1ccc2c(CN3CC(C)CC(C)C3)cc(=O)oc2c1C (configuration not stated)	-2%	7%	-9%	i	-5%	2%	-3%	4%
25	COc1ccc(-c2cc3ccccc3n2CC(O)CN2CCOCC2)cc1 (configuration not stated)	1%	-10%	-1%	i	10%	0%	7%	4%
26	CC(=O)c1ccc(NC(=O)Cc2ccsc2)cc1	1%	6%	8%	-23%	-14%	4%	15%	0%
27	COC(=O)c1ccccc1NC(=O)CCS(=O)(=O)c1ccc(Br)s1	11%	-4%	3%	i	-1%	-2%	?	-5%
28	COc1ccc2nc(Nc3nc(CSc4ccc(C)cc4)cc(=O)[nH]3)nc(C)c2c1	-5%	8%	5%	-23%	-22%	-2%	-6%	-6%
29	CCN(CC(=O)NCc1ccc(F)cc1)CC(=O)NC1CCCC1	-1%	-30%[inhibitor]	-10%	-49%[inhibitor]	-3%	3%	-10%	6%
30	CCN1CCN(C(c2cccnc2)c2cc(Cl)c3cccnc3c2O)CC1 (configuration not stated)	11%	?	9%	-11%[57.5 µM]	-3%	10%	3%	?

Only TDP-43 yeast inh (2 entries from above):
# | structure | TDP-43 yeast inh
16 | CCC(C)NC(=O)C1CCN(C(=O)COc2ccc3c4c(c(=O)oc3c2C)CCCC4)CC1 (configuration not stated) | 11%
20 | Cc1ccc(C(=O)Nc2ccc(-c3nc4ccccc4s3)cc2C)cc1C | 17%

Carrying on:
cpd	structure	EPAC2 agonist	TDP-43 yeast inh	EPAC1 agonist	PTHR1 agonist	EPAC2 antag	aSyn rescue	EPAC1 antagonist	FUS suppressor
31	Cc1cc(C(=O)NNC(=O)c2ccccc2F)c2ccccc2n1	1%	10%	10%	-27%	-4%	-1%	4%	·
32	N#Cc1c(C(F)(F)F)cc(-c2ccc(F)cc2)nc1SCC(=O)O	-2%	-17%	-3%	-15%	-1%	2%	3%	-4%
33	COc1cccc(-c2cnc(C(O)c3ccc(C(C)(C)C)cc3)[nH]2)c1 (configuration not stated)	-3%	16%	-10%	-24%	-5%	-3%	-21%	1%
34	COc1cc2[nH]c3ccccc3c2cc1C	4%	2%	-14%	-12%	0%	-9%	-26%	-30%
35	O=C(CCC(=O)OCC(=O)c1cccc([N+](=O)[O-])c1)Nc1cccc(Cl)c1Cl	1%	15%	1%	-11%[57.5 µM]	6%	3%	0%	6%
36	CCS(=O)(=O)N1CCCC(C(=O)NCC2CCCO2)C1 (configuration not stated)	3%	9%	-10%	i	9%	-1%	-17%	21%
37	O=c1[nH]c2cc([N+](=O)[O-])c(NCCO)c([N+](=O)[O-])c2[nH]1	0%	0%[9.22 µM]	-9%	i	-6%	-9%	-11%	9%
38	C=CCNCc1cc(=O)n2c(-c3ccccc3)csc2n1	12%	-1%	4%	-1%	2%	-1%	-5%	9%
39	CCCCN(CCCC)Cc1ccc(C(=O)NNC(=O)Nc2ccc(F)cc2)o1	-2%	-13%	-7%	i	-3%	-2%	22%	2%
40	O=C(O)Cc1ccc(C(=O)c2ccccc2)s1	8%	-17%	3%	i	-1%	5%	-7%	24%
41	COc1ccc(C(=O)N2CCOC2CNC(=O)C(=O)NCc2ccc3c(c2)OCO3)cc1 (configuration not stated)	4%	-18%	2%	i	5%	-7%	0%	31%
42	CC(=O)c1c(N)nc2n(c1=O)CCCCC2	-2%	-2%	5%	i	5%	-4%	-3%	-6%
43	Cn1c(C2=C(O)CN(c3ccccc3)C2=N)nc2ccccc21	-5%	22%	11%	-3%	-2%	0%	-3%	-10%
44	O=C(Cn1nc(C(F)(F)F)cc1C1CC1)Nc1ccccc1F	0%	1%	-12%	i	4%	-8%	-8%	-19%
45	Cc1[nH][nH]c(=O)c1C(c1c(C)[nH][nH]c1=O)c1cn(Cc2cccc3ccccc23)c2ccccc12	6%	-6%	16%	i	4%	19%	89µM*	?
46	Cn1c(Cn2c(=O)sc3ccccc32)nnc1SCC(=O)N1CCCC1	18%	-16%	0%	i	9%	2%	-18%	-8%
47	COc1ccc(-n2nc(C(=O)NCC(=O)Nc3cccc(Cl)c3)c3ccccc3c2=O)cc1OC	-4%	5%	2%	-32%[inhibitor]	12%	0%	1%	19%
48	CCCCN1C(=O)c2ccc(C(=O)NC3(C)CCS(=O)(=O)C3)cc2C1=O (configuration not stated)	8%	-8%	-1%	2%	7%	-3%	22%	-9%

Part of the list above in order of number of heavy atoms, ascending:
cpd	structure	EPAC2 agonist	TDP-43 yeast inh	EPAC1 agonist	PTHR1 agonist	EPAC2 antag	aSyn rescue	EPAC1 antagonist	FUS suppressor
42	CC(=O)c1c(N)nc2n(c1=O)CCCCC2	-2%	-2%	5%	i	5%	-4%	-3%	-6%
40	O=C(O)Cc1ccc(C(=O)c2ccccc2)s1	8%	-17%	3%	i	-1%	5%	-7%	24%
36	CCS(=O)(=O)N1CCCC(C(=O)NCC2CCCO2)C1 (configuration not stated)	3%	9%	-10%	i	9%	-1%	-17%	21%
38	C=CCNCc1cc(=O)n2c(-c3ccccc3)csc2n1	12%	-1%	4%	-1%	2%	-1%	-5%	9%
32	N#Cc1c(C(F)(F)F)cc(-c2ccc(F)cc2)nc1SCC(=O)O	-2%	-17%	-3%	-15%	-1%	2%	3%	-4%
33	COc1cccc(-c2cnc(C(O)c3ccc(C(C)(C)C)cc3)[nH]2)c1 (configuration not stated)	-3%	16%	-10%	-24%	-5%	-3%	-21%	1%
46	Cn1c(Cn2c(=O)sc3ccccc32)nnc1SCC(=O)N1CCCC1	18%	-16%	0%	i	9%	2%	-18%	-8%
35	O=C(CCC(=O)OCC(=O)c1cccc([N+](=O)[O-])c1)Nc1cccc(Cl)c1Cl	1%	15%	1%	-11%[57.5 µM]	6%	3%	0%	6%
39	CCCCN(CCCC)Cc1ccc(C(=O)NNC(=O)Nc2ccc(F)cc2)o1	-2%	-13%	-7%	i	-3%	-2%	22%	2%
47	COc1ccc(-n2nc(C(=O)NCC(=O)Nc3cccc(Cl)c3)c3ccccc3c2=O)cc1OC	-4%	5%	2%	-32%[inhibitor]	12%	0%	1%	19%
